# High-throughput results from PubChem.
# PfM18AAP inh: blocks P. falciparum M18 aspartyl aminopeptidase. AID 1822. inhibition, % at 7.35 µM. recombinant PfM18AAP, H-Glu-NHMec fluorogenic cleavage. 290,000 tested, 1.2% active;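 active = inhibition above the campaign mean inhibition over all tested compounds plus 3 SD, cut at about 28% in these data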;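 also: 0% = plate median of test compound wells and 100% = 2 mM ZnCl2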
# VIM-2 inhibitor: inhibitors of Pseudomonas aeruginosa VIM-2 metallo-beta-lactamase. 290,000 tested, 0.89% active. purified VIM-2, nitrocefin hydrolysis, epi-absorbance fluorescence. inhibition, % at 5.6 µM;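 active = inhibition above the mean of all tested compounds plus 3 SD, cutoff set per screening run, cut at about 7.5% in these data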;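 also: red hydrolysis product quenches plate fluorescence so inhibitors raise well fluorescence; 0% = enzyme with DMSO and 100% = DMSO without enzyme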
# pCIP destab: compounds decreasing mouse p/CIP protein stability; Q05BA5; F442A p/CIP-EGFP cells, EGFP fluorescence, 16 h; decrease of EGFP signal, % at 10 µM; 290,000 tested, 0.01% active; AID 1984;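 active = EGFP signal decrease of at least 30% at 10 µM or well 3 SD below plate mean, unless failing retest; inactive = the rest, including hits failing retest or dose response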; also: some compounds called inactive have numbers as strong as hits; many of its hits are not listed in these tables
# NALP1 inh: inhibitors of NALP1 inflammasome in yeast. S. cerevisiae NALP1/ASC/caspase-1 growth, X-gal OD620, 72 h. inhibition, % at 10 µM. 280,000 tested, 0.61% active; in the data active = inhibition mostly above about 24%, no sharp cut-off; inactive = mostly below about 32%; also: some compounds called inactive have numbers as strong as hits
# IDE cell inh: inhibits human insulin-degrading enzyme in HEK cells; P14735; FAbetaB cleavage, fluorescence polarization; inhibition, % at 5.59 µM; 320,000 tested, 0.41% active; AID 434962;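 active = percent inhibition above the average of all tested compounds plus 3 SD, set per screening campaign, cut at about 16% in these data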;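 also: IDE supplied by intact live HEK cells; FP after avidin binding of uncleaved biotin substrate so inhibition keeps polarization high; 0% = DMSO wells and 100% = 60 µM reference IDE inhibitor Ii1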
# PHOSPHO1 inh: blocks human PHOSPHO1 phosphatase activity; Q8TCT1; recombinant PHOSPHO1, absorbance phosphatase assay; inhibition, % at 13.3 µM; 290,000 tested, 1.1% active; AID 1565; in the data active = inhibition above about 60%
# Target sequence (Q8TCT1 whole entry, looked up): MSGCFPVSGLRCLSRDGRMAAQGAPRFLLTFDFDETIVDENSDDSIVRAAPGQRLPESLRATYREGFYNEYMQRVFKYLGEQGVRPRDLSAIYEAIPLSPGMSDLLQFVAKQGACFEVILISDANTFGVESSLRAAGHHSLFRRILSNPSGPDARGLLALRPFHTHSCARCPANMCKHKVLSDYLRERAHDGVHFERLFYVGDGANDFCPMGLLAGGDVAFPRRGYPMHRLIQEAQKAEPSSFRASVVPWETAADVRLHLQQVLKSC
# IMP-1 inh: blocks Pseudomonas aeruginosa IMP-1 metallo-beta-lactamase; purified IMP-1, nitrocefin hydrolysis, epi-absorbance fluorescence; 290,000 tested, 0.45% active; inhibition, % at 5.6 µM;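 active = inhibition above the mean plus 3 SD of all compounds in the same screening run, cut at about 4.5% in these data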;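 also: 0% = IMP-1 with DMSO and 100% = DMSO wells lacking enzyme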
#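 assay system = purified recombinant IMP-1 metallo-beta-lactamase enzyme | schedule = 15 min preincubation plus 25 min reaction at 25 °C | signal = Epi-absorbance fluorescence, 480 nm excitation, 530 nm emission | read-out basis = percent inhibition from optical density relative to buffer-blank wells | controls = IMP-1 with DMSO as 0%, enzyme-free DMSO as 100%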
# IDE act: activators of human insulin-degrading enzyme in cells | P14735 | HEK cells, FAbeta-B cleavage, fluorescence polarization; 0% vehicle, 100% cell-free pure enzyme wells | activation, % at 5.96 µM | 340,000 tested, 0.073% active | AID 493087;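 active = activation above the mean of all tested compounds plus 3 SD, set per screening campaign, cut at about 17% in these data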
# GPR7 antagonist: human neuropeptides B/W receptor 1 antagonism. 290,000 tested, 1.1% active. P48145. AID 1861. inhibition, % at 4.4 µM. GPR7-expressing cells, fluorescence antagonist assay; in the data active = inhibition above about 16%, passing the limit was not always enough;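 also: cells stimulated with the agonist NPW; 0% = agonist with vehicle and 100% = vehicle without agonist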
# Target sequence (P48145 whole entry, looked up): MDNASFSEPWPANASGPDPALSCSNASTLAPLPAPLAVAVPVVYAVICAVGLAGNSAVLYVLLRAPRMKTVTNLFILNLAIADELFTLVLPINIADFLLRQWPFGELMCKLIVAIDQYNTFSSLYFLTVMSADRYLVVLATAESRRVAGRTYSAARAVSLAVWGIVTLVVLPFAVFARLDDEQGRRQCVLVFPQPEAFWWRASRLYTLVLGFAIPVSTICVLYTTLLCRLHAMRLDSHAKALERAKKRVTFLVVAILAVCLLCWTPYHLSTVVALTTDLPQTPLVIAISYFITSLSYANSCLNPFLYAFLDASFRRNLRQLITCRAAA
# The depositor's hits bear a star; nt = no result given.
No.	PfM18AAP inh	VIM-2 inhibitor	pCIP destab	NALP1 inh	IDE cell inh	PHOSPHO1 inh	IMP-1 inh	IDE act	GPR7 antagonist	compound
1	-3	0.5	-4	2	8	18	-2.0	-2	-3	CC1=C(C)/C(=N/OC(=O)c2cccc([N+](=O)[O-])c2)C=CC1=O
2	23	-3.6	-6	0	0	-9	-6.2	-12	-4	CC(C)CCC(CC(C)O)c1n[nH]c(=S)n1-c1ccccc1 (stereo unspecified)
3	-12	-1.9	-3	-3	nt	20	-0.3	7	-12	CCS(=O)(=O)N1Cc2ccccc2CC1C(=O)NCc1cccc(OC)c1 (stereo unspecified)
4	-8	-2.1	-4	8	2	10	1.2	-4	5	CCCNC(=O)c1c(C)cc(=O)oc1C
5	2	0.7	-2	11	4	45	-2.0	1	-2	Cc1ccc2c(c1)cc1c(=O)n(CC(=O)N(C)c3ccccc3)nc(C)n12
6	17	0.7	-14	-1	-1	13	-0.1	4	-5	Cc1ccc(/C=N/Nc2ccc3c(C(F)(F)F)cc(C(F)(F)F)nc3n2)cc1
7	17	-0.1	-19	21	-2	15	-0.8	2	6	CC(=O)c1ccc(NS(=O)(=O)c2ccc3c(c2)N(C)CCO3)cc1
8	2	-2.0	-4	30	4	-23	-0.7	5	6	COc1cc(C2c3c(-c4ccccc4)n[nH]c3C(=O)N2c2ccccc2)ccc1O (stereo unspecified)
9	3	-2.8	-7	-5	2	12	-4.7	2	-8	CCC1CCCCN1C(=O)CSc1nnc(CNC(=O)COc2ccc(Cl)cc2)o1 (stereo unspecified)
10	1	-0.3	-14	0	-5	22	-2.8	-2	-29	COC(=O)c1c(NC(=O)C(=O)N2CCCCC2)sc2c1CC(C)(C)OC2
11	5	-1.6	-11	27	7	-10	-1.0	6	6	CCCc1c(C(=O)Nc2cc(C)on2)cnn1-c1ccccc1
12	-8	-0.5	-2	1	0	24	-2.7	0	-11	Cc1nc2ccccc2nc1OCC(=O)Nc1ccc(F)cc1
13	3	-1.7	3	17	4	3	-0.7	-1	-12	COc1ccc(NC(=O)Nc2cc3oc4ccccc4c3cc2OC)cc1
14	-9	0.9	-5	10	-1	34	-0.3	5	-12	COC(=O)C1CCN(C(=O)/C=C/c2ccc3c(c2)OCO3)CC1
15	3	-1.9	-13	-4	-5	14	-1.6	-1	-1	O=C(c1ccc2c(=O)n(Cc3ccccc3)c(=S)[nH]c2c1)N1CCCC1
16	-14	-0.8	1	-8	9	44	-1.5	-1	6	Cc1nn(CCO)c(N)c1C1(O)C(=O)Nc2c(Cl)cc(Cl)cc21 (stereo unspecified)
17	-5	-1.1	-2	9	-3	-10	-0.4	3	-4	O=C(Oc1ccc2ccc(=O)oc2c1)c1cccs1
18	-1	0.0	5	19	-1	25	-1.0	2	13	CC(=O)N1CCC2(CC1)C(C#N)=C(N)OC1=C2C(=O)CC(C)(C)C1
19	-15	0.0	-44	-31	0	nt	-0.4	2	-10	CCOc1ccc(NC(=O)N(c2ccccc2)c2ccccc2)cc1
20	-6	-4.0	-2	-2	7	-36	-2.6	0	5	O=C(CN1CCN(c2ccccn2)CC1)NC(=O)NC1CCCCC1
21	11	-0.8	-6	10	4	10	-1.9	-6	-13	CC(=O)C1=C(C)NC(SCC(=O)c2ccccc2)=C(C#N)C1CC(C)C (stereo unspecified)
22	-20	-0.1	-17	5	1	18	-1.6	5	-1	Cc1cccc(C)c1OCC(=O)Nc1ccc(NC(=O)c2ccco2)cc1
23	-1	-2.2	-5	38	-1	15	2.4	-1	12	COc1cccc(CN2CCN(Cc3cc(OC)c(OC)cc3OC)CC2)c1
24	0	-2.8	1	15	2	4	-2.5	5	-17	C[C@]12C=CC(=O)C=C1CC[C@@H]1[C@@H]2[C@@H](O)C[C@@]2(C)[C@H]1CC[C@]2(O)C(=O)COC(=O)CCC(=O)O
25	16	-2.0	0	-14	3	13	1.1	-51	4	Cc1occc1C(=O)/C(C#N)=C/c1ccc(O)c(Br)c1
26	2	-0.9	-14	28	8	18	-2.5	0	-3	CCOCC(=O)Nc1cc(C(=O)OC)ccc1C(=O)OC
27	-1	-0.4	-16	-9	9	-22	-1.1	-1	3	O=c1c2ccccc2nc(COc2ccccc2)n1/N=C/c1ccco1
28	0	-3.0	-18	3	1	14	-5.2	6	-9	O=C(O)CCc1nc(-c2cccs2)no1
29	2	-0.8	-16	29	-1	-2	-2.6	-2	2	O=C(COC(=O)[C@@H]1CC(O)CN1S(=O)(=O)c1ccc([N+](=O)[O-])cc1)NC12CC3CC(CC(C3)C1)C2 (stereo partly specified)
30	1	-4.6	-14	4	3	41	-3.1	11	0	O=C(O)CN1C2=NCCCN2c2ccccc21

# 3 structures out of the list, arranged by molar mass, falling:
No.	PfM18AAP inh	VIM-2 inhibitor	pCIP destab	NALP1 inh	IDE cell inh	PHOSPHO1 inh	IMP-1 inh	IDE act	GPR7 antagonist	compound
3	-12	-1.9	-3	-3	nt	20	-0.3	7	-12	CCS(=O)(=O)N1Cc2ccccc2CC1C(=O)NCc1cccc(OC)c1 (stereo unspecified)
5	2	0.7	-2	11	4	45	-2.0	1	-2	Cc1ccc2c(c1)cc1c(=O)n(CC(=O)N(C)c3ccccc3)nc(C)n12
19	-15	0.0	-44	-31	0	nt	-0.4	2	-10	CCOc1ccc(NC(=O)N(c2ccccc2)c2ccccc2)cc1

# Following part:
No.	PfM18AAP inh	VIM-2 inhibitor	pCIP destab	NALP1 inh	IDE cell inh	PHOSPHO1 inh	IMP-1 inh	IDE act	GPR7 antagonist	compound
31	4	-1.9	7	0	6	40	-2.8	7	-9	O=C(Nc1ccc(F)cc1F)C1CCN(S(=O)(=O)c2cccnc2)CC1
32	-13	0.2	-12	nt	1	nt	-0.2	6	-3	CCOc1ccc(Nc2cc(C)nc3c(C)cccc23)cc1
33	11	-1.1	16	3	3	28	-3.8	5	-18	Cc1cccc2nc(CSc3ncccc3C(=O)O)cn12
34	12	-0.4	1	3	-9	8	-0.3	-3	9	CC(=O)Nc1c(O)nc(SCC(=O)Nc2sc3c(c2C#N)CCCCCC3)[nH]c1=O
35	2	-2.7	1	17	10	6	-2.9	6	10	COc1ccc(CCNC(=O)C/C(C)=N/NC(=O)C2CCCCC2)cc1OC
36	1	-2.8	-9	0	-1	-36	-2.5	0	2	Cc1ccc(S(=O)(=O)N2CCC(C(=O)N3CCC[C@H]3C(=O)NCc3ccccc3)CC2)cc1
37	1	-2.3	3	2	5	29	-0.6	4	-5	CS(=O)(=O)N(CC(=O)NCCSC1CCCCC1)c1ccc2c(c1)OCO2
38	-1	-1.4	7	8	1	10	-3.9	1	-7	O=C(NCN1C(=O)C2C3C=CC(C3)C2C1=O)OC1CCCCC1 (stereo unspecified)
39	-6	-3.6	4	7	10	38	-1.7	9	-10	O=C(Nc1ccccc1)c1ncoc1-c1ccc(Cl)cc1
40	-2	-2.1	-13	nt	-3	-26	-3.2	3	0	O=[N+]([O-])c1cccc2ncccc12
41	-9	-2.6	-7	3	12	19	-5.6	4	-16	Cc1ccc(S(=O)(=O)NCCCCCC(=O)NCCc2ccccc2)cc1
42	-6	-0.8	7	2	6	24	-3.9	2	-2	O=C(CCCc1ccccc1)NCCCc1ccccc1
43	-11	-0.2	-2	-18	-1	30	-0.5	1	-3	Cc1ccccc1/C(N)=N/OC(=O)c1ccc(F)cc1
44	-9	-1.3	6	2	0	40	-3.0	5	2	C/C(=N\NC(=S)NCc1ccccc1)c1ccccc1F
45	-2	-1.8	-4	8	1	8	-2.7	1	-7	O=C(CN1CCN(Cc2ccc(F)cc2)CC1)NCCc1ccccc1
46	-7	-2.9	8	-5	-1	-18	-2.8	6	-12	O=C(COc1ncnc2ccccc12)c1ccc(Cl)cc1
47	4	-4.5	-11	1	-6	-3	-5.0	-1	-9	O=C(NCCOC(=O)c1ccc(Cl)cc1)c1cccnc1
48	36*	-5.0	-20	10	1	-9	-3.1	0	-6	CN(c1ccccc1)c1ccc(/C=N/NC(=O)CC#N)cc1
49	-5	-3.8	17	-16	-3	-27	-1.5	4	8	Cc1ccc(S(=O)(=O)NCCNC(=O)C2CCCNC2=O)cc1 (stereo unspecified)
50	-5	0.3	-1	4	1	36	-1.6	-2	3	COc1ccc(/C=C2/Sc3ccc(C(=O)N4CCOCC4)cc3NC2=O)cc1OC
51	-2	-2.1	-3	39	2	6	-2.2	-15	-2	COc1ccc2c(c1)CCc1cc(C(=O)N3CCN(c4ccc(N5CCOCC5)nn4)CC3)sc1-2
52	-2	-1.3	3	-3	6	-4	-2.3	5	-11	Cc1ccc(-c2nc(-c3ccc(Cl)cc3)sc2CC(=O)O)c(C)c1
53	4	-1.6	4	2	0	-6	-0.9	-3	-5	Cc1nc(S/C(=C/c2ccc(-c3cc(Cl)ccc3C)o2)C(=O)O)n[nH]1
54	-4	-1.5	-11	17	0	19	-2.9	1	-9	Cc1cc(NC(=O)CCC(=O)N(c2cccc(F)c2)C(C(=O)NC2CCCC2)c2ccccc2)no1 (stereo unspecified)
55	9	1.0	4	10	4	-4	0.5	-4	7	CC(C)CCn1nnnc1C(C(C)C)N1CCC(C(N)=O)CC1 (stereo unspecified)
56	3	-1.4	-3	5	3	10	-0.8	1	-8	Cc1cccc(NC(=O)Nc2ccc3c(c2)OCO3)n1
57	2	1.9	7	-8	-4	-64	-0.6	-2	-4	COc1ccc2c(c1)-c1nc(N)sc1CC2
58	1	-1.1	-2	21	-4	-2	-2.9	2	-16	Cc1cccc(NC(=S)N2CCC(C(=O)c3ccc(F)cc3)CC2)c1C
59	-6	-0.1	2	6	-2	38	-1.8	7	-5	Fc1ccc(CSc2nnc3ccc(-c4ccncc4)nn23)cc1
60	-20	-2.3	2	-3	1	7	-1.1	1	2	O=C1CC(N2CCOCC2)C(=O)N1CCN1C(=O)CC(N2CCOCC2)C1=O (stereo unspecified)
61	2	2.4	nt	nt	2	nt	-0.6	-3	-3	Cc1ccc(S(=O)(=O)n2nc(OC(=O)c3ccco3)cc2N)cc1
62	1	-1.6	-8	15	1	4	-2.3	5	-6	CCOc1ncccc1C(=O)N(C)CC(=O)Nc1ccc(C)cc1

# Copied from the list:
# O=C(CN1CCN(Cc2ccc(F)cc2)CC1)NCCc1ccccc1 in NALP1 inh shows 8
# Cc1ccc(S(=O)(=O)NCCCCCC(=O)NCCc2ccccc2)cc1 in GPR7 antagonist shows -16
# C/C(=N\NC(=S)NCc1ccccc1)c1ccccc1F in IDE act shows 5

# Random excerpt: 4 entries already listed, in no set order.
No.	PfM18AAP inh	VIM-2 inhibitor	pCIP destab	NALP1 inh	IDE cell inh	PHOSPHO1 inh	IMP-1 inh	IDE act	GPR7 antagonist	compound
7	17	-0.1	-19	21	-2	15	-0.8	2	6	CC(=O)c1ccc(NS(=O)(=O)c2ccc3c(c2)N(C)CCO3)cc1
39	-6	-3.6	4	7	10	38	-1.7	9	-10	O=C(Nc1ccccc1)c1ncoc1-c1ccc(Cl)cc1
12	-8	-0.5	-2	1	0	24	-2.7	0	-11	Cc1nc2ccccc2nc1OCC(=O)Nc1ccc(F)cc1
6	17	0.7	-14	-1	-1	13	-0.1	4	-5	Cc1ccc(/C=N/Nc2ccc3c(C(F)(F)F)cc(C(F)(F)F)nc3n2)cc1

# Entries listed so far printed as active in PfM18AAP inh.
No.	PfM18AAP inh	VIM-2 inhibitor	pCIP destab	NALP1 inh	IDE cell inh	PHOSPHO1 inh	IMP-1 inh	IDE act	GPR7 antagonist	compound
48	36*	-5.0	-20	10	1	-9	-3.1	0	-6	CN(c1ccccc1)c1ccc(/C=N/NC(=O)CC#N)cc1

# Compounds as they come (roughly 5.3% active in at least one column).
